AID2073 = inhibitors of Mint1-CaV2.2 protein interaction, biochemical, HTRF (AID 2073). Voltage-dependent N-type calcium channel subunit alpha-1B (Homo sapiens). HTRF protein-protein interaction, Mint1-CaV2.2; higher % means a stronger effect. one-dose inhibition, % at 20 µM; IC50 in µM for titrated hits. hit rate 0.19% among 290,000; in the data active = inhibition mostly above about 51%, no sharp cut-off; inconclusive = no clear call, values can overlap the other calls; inactive = mostly below about 53%; note: some results filed as inactive read as strong as hits
NTR1 ag = agonists of NTR1, primary screen, imaging, U2OS cells, beta-arrestin-GFP, high content (AID 493036) | NTR1-U2OS beta-arrestin-GFP spot imaging, agonist mode | Neurotensin receptor type 1 (Homo sapiens), P30989 | activation, % at 20 µM | hit rate 0.17% among 330,000;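 active = activation at or above 40% of the spot to cytoplasm intensity ratio, with at least 20 cells analyzed; inconclusive = wells under 20 cells, flagged as cytotoxic or low count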;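 note: 0% = DMSO without peptide and 100% = 100 nM NTR1 peptide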
Target sequence (P30989 whole entry, looked up): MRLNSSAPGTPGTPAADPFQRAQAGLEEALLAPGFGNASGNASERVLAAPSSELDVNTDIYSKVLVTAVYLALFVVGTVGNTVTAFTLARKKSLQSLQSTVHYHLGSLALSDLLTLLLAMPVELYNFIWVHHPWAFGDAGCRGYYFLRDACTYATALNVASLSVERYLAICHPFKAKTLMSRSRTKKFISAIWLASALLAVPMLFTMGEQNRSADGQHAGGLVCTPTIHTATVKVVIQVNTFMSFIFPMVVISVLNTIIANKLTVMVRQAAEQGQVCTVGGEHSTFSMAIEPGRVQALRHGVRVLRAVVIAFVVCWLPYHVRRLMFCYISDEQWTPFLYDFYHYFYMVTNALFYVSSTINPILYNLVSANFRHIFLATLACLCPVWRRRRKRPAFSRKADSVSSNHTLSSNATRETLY
MgcRacGAP inhibition = MgcRacGAP GTPase-activating activity inhibitors, confirmation, biochemical, ADP Hunter fluorescence. Rac GTPase-activating protein 1 (Homo sapiens). MgcRacGAP-stimulated Rac1 GTP hydrolysis, ADP Hunter fluorescence; higher % means a stronger effect; GST-tagged Rac1 F28L mutant substrate. inhibition, % at 30 µM; hits with a dose series show IC50 in µM. hit rate 0.6% among 340,000;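 active = first-screen hits whose inhibition reached a set limit at any dose in the follow-up dose series; inconclusive = inhibition above the set first-screen limit but never retested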;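 note: fluorescence reports GDP produced by GAP-driven GTP hydrolysis; strong numbers were not always called active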
SV40 large T antigen = SV40 large T antigen inhibitors, biochemical (AID 1903); inhibition, % at 20 µM; hits with a dose series show IC50 in µM; SV40 large T antigen ATPase/helicase inhibition assay; higher % means a stronger effect; hit rate 0.39% among 310,000; in the data active = a potency from the dose series; inconclusive = inhibition mostly from about 32% at the one dose, without a potency; inactive = the rest, 99 in 100 with inhibition below about 32%; note: strong numbers were not always called active
Dengue-2 NS5 capping = Dengue-2 NS5 methyltransferase inhibitors, primary screen, biochemical, confirmation dose response (AID 588689). hit rate 0.3% among 340,000. Dengue-2 NS5 methyltransferase capping enzyme assay, biochemical; higher % means a stronger effect. inhibition, % at 25 µM; hits with a dose series show IC50 in µM; in the data active = a potency from the dose series; inconclusive = inhibition above about 29% without an active follow-up result
Yfh1-off respiration = enhancers of respiration in Yfh1-depleted yeast, dose response, Friedreich's ataxia, plus single-dose screen (AID 1465) | S. cerevisiae Yfh1-off respiration, WST-1 reduction, 72 h; higher fold induction means a stronger effect | fold induction at 50 µM; hits with a dose series show EC50 in µM | hit rate 0.074% among 220,000;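 active = fold induction of absorbance versus untreated yeast above a set limit, then at least 30% activation at any dose in follow-up; inconclusive = repeats straddling the limit, or above it without dose testing; inactive = fold induction below the set limit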;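 note: activators that raise dye reduction in frataxin-depleted yeast; strong numbers were not always called active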
GPR55 LPI antagonism = GPR55 antagonists blocking LPI-driven arrestin recruitment, primary screen, imaging, U2OS, beta-arrestin-GFP, LPI agonist (AID 2013); hit rate 0.13% among 290,000; U2OS GPR55 beta-arrestin-GFP translocation imaging, LPI antagonism; higher % means a stronger effect; G-protein coupled receptor 55 (Homo sapiens); inhibition, % at 10 µM; hits with a dose series show IC50 in µM;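 active = spots per cell inhibited over 60%, with over 100 cells counted and total cytoplasm intensity under 500,000; inconclusive = wells with under 100 cells, flagged as likely toxic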;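 note: U2OS cells stably carrying GPR55 and arrestin-GFP stimulated by 5 µM LPI near EC80; imaged beta-arrestin-GFP aggregate spots per cell after agonist stimulation; plate controls were LPI-stimulated DMSO wells for no effect and DMSO wells without LPI for full effect; some results filed as inactive read as strong as hits; confirmed hits need IC50 under 10 µM and bright autofluorescent wells are also inconclusive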
GPR55 beta-arrestin = GPR55 agonists via beta-arrestin recruitment, primary screen, imaging, U2OS cells, beta-arrestin-GFP redistribution (AID 1961); G-protein coupled receptor 55 (Homo sapiens); U2OS GPR55 beta-arrestin-GFP redistribution imaging; higher % means a stronger effect; activation, % at 10 µM; hits with a dose series show EC50 in µM; hit rate 0.048% among 290,000;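 active = activation above 40% with more than 50 cells counted in the well; inconclusive = wells holding fewer than 50 cells, flagged as toxic or sparse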;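 note: U2OS osteosarcoma cells stably expressing GPR55 and beta-arrestin-GFP; plate controls were DMSO negative control for no effect and LPI positive control for full effect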
GPR35 arrestin U2OS = GPR35 antagonists blocking zaprinast-driven arrestin recruitment, primary screen, imaging, U2OS, beta-arrestin-GFP, zaprinast agonist (AID 2058). G-protein coupled receptor 35 (Homo sapiens). hit rate 0.052% among 290,000. inhibition, % at 10 µM; hits with a dose series show IC50 in µM. U2OS GPR35 beta-arrestin-GFP translocation imaging, zaprinast antagonism; higher % means a stronger effect;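 active = inhibition of at least 50% with at least 30 cells and total cytoplasm GFP at most 10,000,000; inconclusive = under 30 cells or total GFP of 10,000,000 plus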
NTR1 ag cell count 20 µM = recorded beside NTR1 ag, whose call it bears; cell count; measured here: cell count, cytotoxicity flag
Dengue-2 NS5 capping pilot replicate = further read-out of Dengue-2 NS5 capping, marked with its call; inhibition, %; measured here: pilot screen replicate inhibition
The depositor's hits bear a star; i = inactive; u = inconclusive; x = no result given.

SMILES	AID2073	NTR1 ag	NTR1 ag cell count 20 µM	MgcRacGAP inhibition	SV40 large T antigen	Dengue-2 NS5 capping	Yfh1-off respiration	GPR55 LPI antagonism	GPR55 beta-arrestin	GPR35 arrestin U2OS	others
O=[N+]([O-])c1cc(-n2cccc2)ccc1N1CCOCC1	-8.2%	0.2	60	-1.1%	-10.5%	-3.0%	i	-9.2%	-0.1%	8.7%
CCOC(=O)c1sc(NC(=O)CN2CC(C)OC(C)C2)nc1C (stereo not drawn)	7.1%	0.6	39	8.8%	-0.9%	-5.7%	x	1.6%	-0.2%	-7.3%
Cc1cnc(NC(=O)c2sc3ccccc3c2Cl)s1	7.2%	1.4	75	6.7%	12.1%	7.2%	i	7.4%	0.2%	7.7%
COc1ccccc1Nc1nccc(N(C)C)c1C#N	5.0%	0.1	48	-2.3%	0.7%	-8.5%	i	9.1%	-0.1%	48.7%
CCc1ccc(NC(=O)CCS(=O)(=O)c2ccc(Cl)cc2)cc1	4.3%	0.3	79	6.7%	1.7%	-0.7%	x	-6.4%	0.0%	-4.7%
Cc1ccc(S(=O)(=O)NCC(c2cccnc2)N(C)C)cc1 (stereo not drawn)	-3.7%	-0.9	82	3.2%	14.7%	-8.9%	i	3.8%	-0.2%	0.2%
O=C(CSc1nnc(CNC(=O)c2c(F)cccc2F)o1)Nc1ccc2c(c1)OCCO2	-6.4%	0.3	62	7.0%	22.8%	-1.0%	x	7.0%	0.4%	4.5%
Cc1nonc1-c1ccc2c(c1)OCO2	2.2%	-0.7	37	-1.2%	12.1%	-2.6%	i	5.5%	-0.1%	-0.8%
O=S(=O)(c1ccc(NCc2ccc(F)cc2)nc1)N1CCCC1	-7.9%	1.4	49	8.5%	3.2%	-11.9%	i	-2.3%	-0.5%	3.4%
CS(=O)(=O)N(CC(=O)NCc1ccc2c(c1)OCO2)Cc1ccc(Cl)cc1	2.1%	0.5	59	9.2%	10.3%	-6.9%	i	7.7%	-0.1%	-12.9%
CCOC(=O)C(=O)N1CCC(C(=O)OCC)CC1	8.1%	-1.5	53	1.4%	-0.2%	0.0%	i	-1.4%	-0.2%	8.9%
COC(=O)c1ccc(COC(=O)c2cnccn2)cc1	11.7%	-1.0	93	10.9%	16.8%	-8.2%	i	-3.2%	-0.3%	-2.2%
CC1CC(C)CN(C(=O)CCC(=O)Nc2nnc(C(C)C)s2)C1 (stereo not drawn)	6.5%	0.6	48	0.0%	16.5%	0.0%	x	14.6%	-0.2%	11.6%
CCOC(=O)C1C(=O)NC(C)C1c1ccccc1 (stereo not drawn)	0.7%	-0.5	50	12.8%	2.6%	-3.3%	i	18.5%	-0.1%	1.5%
CCCCC(=O)Nc1ccc(C(=O)NCCc2ccc(S(N)(=O)=O)cc2)cc1	-4.4%	-1.3	51	10.0%	1.8%	1.5%	i	-3.5%	1.3%	-4.5%
CCC(C)(C(=O)NC1CCCC1)N(C(=O)c1cnccn1)c1c(C)n(C)n(-c2ccccc2)c1=O (stereo not drawn)	-2.3%	-1.1	63	3.0%	11.5%	-6.9%	i	1.8%	-0.1%	-18.2%
O=C(c1cc(COc2cccc3cnccc23)on1)N1CCC(c2ccccc2Cl)C1 (stereo not drawn)	-2.0%	8.4	53	9.5%	x	-2.3%	x	1.3%	0.2%	5.2%
Cc1ccccc1-n1c(-c2csc3ccccc23)n[nH]c1=S	-0.9%	-1.1	49	6.7%	14.5%	-3.6%	i	-8.9%	-0.3%	-14.0%
Cc1ccc(/C=C2\SC(=S)N(CCC(=O)N3CCOCC3)C2=O)cc1	4.6%	0.8	54	7.0%	4.9%	-8.8%	x	6.1%	-0.1%	11.1%
COc1ccc(NC(=O)CC2C(=O)N(C)C(=S)N2CCc2ccccc2F)cc1 (stereo not drawn)	-10.8%	1.2	40	1.9%	3.6%	-3.6%	i	4.9%	-0.1%	-2.9%
CN(C)CCCNC(=S)N1CCN(c2nc(-c3ccccc3)cs2)CC1	-12.4%	0.8	67	11.4%	6.8%	-7.2%	x	2.6%	-0.2%	-1.5%
Cc1cc(C)cc(C(=O)Nc2cccnc2Cl)c1	7.6%	-0.1	51	9.9%	5.1%	0.0%	x	-13.7%	0.3%	-2.1%	Dengue-2 NS5 capping pilot replicate=-1.8
O=C(Cc1ccccc1)N1CCN=C1SCc1cccc([N+](=O)[O-])c1	-1.8%	0.4	50	4.5%	13.7%	2.9%	i	4.5%	-0.3%	-6.9%
Cc1sc(NC(=O)/C=C/C(=O)O)c(C(N)=O)c1-c1ccc(C(C)(C)C)cc1	-4.0%	1.9	73	18.3%	9.9%	15.2%	i	2.3%	0.4%	1.8%
CCC(C)NC(=O)C(NS(=O)(=O)c1ccc2c(c1)c(=O)n(C)c(=O)n2C)c1ccccc1 (stereo not drawn)	-8.3%	-0.8	94	-3.1%	-1.4%	1.4%	i	4.6%	-0.1%	7.0%

An excerpt from above in order of heavy-atom count, descending.
SMILES	AID2073	NTR1 ag	NTR1 ag cell count 20 µM	MgcRacGAP inhibition	SV40 large T antigen	Dengue-2 NS5 capping	Yfh1-off respiration	GPR55 LPI antagonism	GPR55 beta-arrestin	GPR35 arrestin U2OS	others
COc1ccc(NC(=O)CC2C(=O)N(C)C(=S)N2CCc2ccccc2F)cc1 (stereo not drawn)	-10.8%	1.2	40	1.9%	3.6%	-3.6%	i	4.9%	-0.1%	-2.9%
CS(=O)(=O)N(CC(=O)NCc1ccc2c(c1)OCO2)Cc1ccc(Cl)cc1	2.1%	0.5	59	9.2%	10.3%	-6.9%	i	7.7%	-0.1%	-12.9%
CCOC(=O)c1sc(NC(=O)CN2CC(C)OC(C)C2)nc1C (stereo not drawn)	7.1%	0.6	39	8.8%	-0.9%	-5.7%	x	1.6%	-0.2%	-7.3%
COc1ccccc1Nc1nccc(N(C)C)c1C#N	5.0%	0.1	48	-2.3%	0.7%	-8.5%	i	9.1%	-0.1%	48.7%
Cc1cc(C)cc(C(=O)Nc2cccnc2Cl)c1	7.6%	-0.1	51	9.9%	5.1%	0.0%	x	-13.7%	0.3%	-2.1%	Dengue-2 NS5 capping pilot replicate=-1.8

More results follow.
SMILES	AID2073	NTR1 ag	NTR1 ag cell count 20 µM	MgcRacGAP inhibition	SV40 large T antigen	Dengue-2 NS5 capping	Yfh1-off respiration	GPR55 LPI antagonism	GPR55 beta-arrestin	GPR35 arrestin U2OS	others
Cc1ccc(F)cc1NC(=O)CSc1nnc(CNC(=O)c2ccco2)n1C	x	-0.6	58	7.7%	18.3%	-8.1%	x	x	x	x
Cc1nc(NS(=O)(=O)c2ccccc2)sc1C(=O)NN	29.7%	1.4	25	x	26.1%	x	i	-5.9%	0.1%	-1.4%
NC(=S)N=Nc1ccc(NN=C(N)N)cc1	8.0%	0.6	41	u	13.7µM*	-5.9%	x	-13.9%	-0.1%	-1.2%
Cc1ccc(C)n1-c1sccc1C(=O)O	6.1%	x	x	u	u	u	i	5.9%	-0.1%	12.5%
COC(=O)CSc1nnc(CNc2ccc(F)cc2)o1	-4.1%	-2.4	89	4.2%	3.5%	2.4%	i	4.4%	0.6%	-1.3%
CCOC(=O)C1/C(=N\O)CC(C)(O)C(C(=O)OCC)C1c1ccc(OC)c(OC)c1 (stereo not drawn)	-0.8%	-0.3	40	15.7%	3.3%	2.1%	i	0.8%	0.2%	-10.5%
CCOC(=O)c1c(C)[nH]c(C)c1S(=O)(=O)N(C)CC(=O)Nc1ccc(C)cn1	7.0%	0.2	49	0.9%	x	-12.8%	x	7.8%	-0.4%	-4.2%
Nc1ncc2c(n1)-c1ccccc1CC2	7.5%	0.8	39	3.5%	5.2%	2.9%	i	3.4%	-0.3%	7.0%
O=S(=O)(/N=C(/Nc1ccccc1)c1ccccc1)c1cccs1	-2.1%	0.5	83	-1.6%	15.9%	-2.7%	i	0.3%	-0.2%	-1.4%
Cc1cc(NC(=O)c2ccc(S(=O)(=O)N(C)C)cc2)no1	-0.7%	-2.0	58	1.4%	-3.5%	-1.6%	i	16.2%	-0.2%	-3.7%
Cc1ccc(SC[C@H](Cc2ccccc2)N2CC[C@@H](C)CCC2=O)cc1	-5.0%	11.0	53	-0.6%	12.7%	-4.0%	x	-5.5%	0.0%	8.0%
CCCSc1nc(O)c(C(c2ccc(OC)c(O)c2)c2c(O)nc(SCCC)n(C)c2=O)c(=O)n1C	3.0%	3.8	35	27.7%	>100µM*	42.1µM*	i	6.9%	-0.2%	-3.1%
COC(=O)NNC(=O)COc1ccc2ccccc2c1Br	4.0%	-4.8	x	12.5%	4.4%	-12.1%	i	7.2%	-0.3%	-5.3%
O=C(Cn1cncn1)c1ccccc1Br	10.0%	-1.3	83	5.2%	21.4%	-2.0%	x	-3.7%	0.0%	10.5%
O=C1C2CCCCN2C(=O)N1CCN1CCN(c2ccc([N+](=O)[O-])cc2)CC1 (stereo not drawn)	0.6%	-0.2	37	1.8%	-1.2%	-0.7%	i	-1.3%	-0.2%	8.4%
O=C(c1cc2ccccc2oc1=O)N(Cc1ccccc1)Cc1ccc2c(c1)OCO2	14.4%	1.3	89	10.5%	20.7%	-10.4%	i	14.6%	0.0%	19.0%
CC1(C)CC(CC(=O)Nc2nccs2)(c2ccccc2)CCO1 (stereo not drawn)	6.8%	0.6	65	7.0%	0.7%	-1.3%	i	10.8%	-0.2%	-12.4%
CSc1sc(-c2ccnc(SCCS(C)(=O)=O)n2)c(-c2ccccc2)c1C#N	-16.0%	10.3	44	6.8%	4.7%	0.8%	i	5.1%	0.2%	-12.4%
Cc1ccc(NC(=S)NCCc2c[nH]c3ccccc23)cc1	-8.9%	1.1	44	10.5%	21.6%	-2.7%	i	8.7%	0.2%	-1.3%
O=C(NCc1cccnc1)/C(=C/c1ccc(Cl)cc1)NC(=O)c1ccccc1	-2.6%	0.4	59	9.3%	-2.1%	-0.8%	x	8.4%	0.6%	4.4%

From PubChem BioAssay
